Bioassay records from PubChem BioAssay.
GPR7 antagonist: blocks human GPR7 receptor signaling | P48145 | GPR7-expressing cells, fluorescence antagonist assay | inhibition, % at 4.4 µM | 290,000 tested, 1.1% active | AID 1861; in the data active = inhibition above about 16%, passing the limit was not always enough;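 also: cells stimulated with the agonist NPW; 0% = agonist with vehicle and 100% = vehicle without agonist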
Target sequence (P48145 whole entry, looked up): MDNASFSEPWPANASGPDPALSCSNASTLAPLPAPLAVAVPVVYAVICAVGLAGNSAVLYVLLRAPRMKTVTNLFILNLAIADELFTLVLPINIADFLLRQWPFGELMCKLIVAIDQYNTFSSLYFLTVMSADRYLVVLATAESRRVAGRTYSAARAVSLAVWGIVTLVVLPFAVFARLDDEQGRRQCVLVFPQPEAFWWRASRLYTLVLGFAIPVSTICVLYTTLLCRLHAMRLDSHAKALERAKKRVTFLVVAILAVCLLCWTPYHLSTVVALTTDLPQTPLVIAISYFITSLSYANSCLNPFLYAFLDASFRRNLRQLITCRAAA
M18AAP inhibitor: PfM18AAP enzyme inhibition. inhibition, % at 7.35 µM. recombinant PfM18AAP, H-Glu-NHMec fluorogenic cleavage. 290,000 tested, 1.2% active. AID 1822;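 active = inhibition above the campaign mean inhibition over all tested compounds plus 3 SD, cut at about 28% in these data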;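 also: 0% = plate median of test compound wells and 100% = 2 mM ZnCl2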
PHOSPHO1 block: inhibitors of human PHOSPHO1 phosphatase; recombinant PHOSPHO1, absorbance phosphatase assay; inhibition, % at 13.3 µM; Q8TCT1; 290,000 tested, 1.1% active; in the data active = inhibition above about 60%
DNA FID counter: displaces DNA intercalator in HCV helicase counter-screen; DNA fluorescent intercalator displacement, fluorescence; inhibition, % at 7.9 µM; 290,000 tested, 0.17% active; in the data active = inhibition above about 37%;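 also: 0% = vehicle and 100% = reference compound; higher means more ethidium bromide displaced from hairpin DNA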
MEKK2 WT-MEK5: raises or lowers MEK5 binding to wildtype human MEKK2 PB1 domain. Q9Y2U5. bead flow cytometry, Alexa488-MEK5 binding to MEKK2 WT; actives lie on both sides. binding response (% of control), % at 10 µM. 290,000 tested, 1.1% active. AID 1531; in the data active = binding response below about 67% or above about 130%
MEKK2mut PB1 HTS: signal of MEK5 binding to mutant human MEKK2 PB1 domain; AID 1530; percent response, % at 10 µM; bead flow cytometry, Alexa488-MEK5 binding to MEKK2 mutant; 290,000 tested, 0.35% active; in the data active = percent response above about 24%, passing the limit was not always enough; also: inactives centre near 1; some results filed as inactive read as strong as hits; reference of the scale not given here
OXTR agonist: activates the human oxytocin receptor. P30559. CHO-OTR cells, Fluo-8 calcium fluorescence; normalized: DMSO 0%, oxytocin 100%. activation, % at 3 µM. 320,000 tested, 0.32% active;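 active = activation above the mean of all tested compounds plus 3 SD, cutoff set per screening run, cut at about 20% in these data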;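 also: peak over basal fluorescence ratio from a 100 s FLIPR kinetic read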
MEKK3 PB1 HTS: MEKK3-MEK5 PB1 interaction, increase or decrease; bead-based flow cytometry, Alexa488-MEK5 binding to MEKK3; actives lie on both sides; 0 = blocked by unlabeled MEK5, 100 = vehicle; binding response (% of control), % at 10 µM; 290,000 tested, 1.4% active;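 active = binding response more than 3 SD above or below the average of its plate-row segment, actives on both sides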;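 also: Alexa488 bead fluorescence after subtracting the streptavidin-only scavenger bead signal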
Target sequence (Q99759 whole entry, looked up): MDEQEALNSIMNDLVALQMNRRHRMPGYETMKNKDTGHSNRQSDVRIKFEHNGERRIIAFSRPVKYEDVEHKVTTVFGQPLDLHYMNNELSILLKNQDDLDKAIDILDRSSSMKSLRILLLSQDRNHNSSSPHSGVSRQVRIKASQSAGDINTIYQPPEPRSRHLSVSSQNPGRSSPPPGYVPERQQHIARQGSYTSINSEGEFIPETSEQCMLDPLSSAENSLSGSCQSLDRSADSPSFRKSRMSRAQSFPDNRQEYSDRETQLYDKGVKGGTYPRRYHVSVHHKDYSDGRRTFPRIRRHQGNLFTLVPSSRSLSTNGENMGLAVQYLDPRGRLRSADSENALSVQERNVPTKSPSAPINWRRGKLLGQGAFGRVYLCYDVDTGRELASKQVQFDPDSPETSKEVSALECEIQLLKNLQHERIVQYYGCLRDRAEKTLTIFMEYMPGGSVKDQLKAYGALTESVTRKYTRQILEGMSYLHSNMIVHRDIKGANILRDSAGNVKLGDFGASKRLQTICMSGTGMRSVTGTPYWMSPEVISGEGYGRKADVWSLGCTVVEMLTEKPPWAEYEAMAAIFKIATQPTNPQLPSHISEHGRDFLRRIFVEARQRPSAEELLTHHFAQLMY
NALP1 inh: inhibitors of NALP1 inflammasome in yeast; S. cerevisiae NALP1/ASC/caspase-1 growth, X-gal OD620, 72 h; inhibition, % at 10 µM; AID 2071; 280,000 tested, 0.61% active; in the data active = inhibition mostly above about 24%, no sharp cut-off; inactive = mostly below about 32%; also: some compounds called inactive have numbers as strong as hits
Numbers without * were called inactive; . = not tested or not shown; [ ] = remark or other dose.

SMILES	GPR7 antagonist	M18AAP inhibitor	PHOSPHO1 block	DNA FID counter	MEKK2 WT-MEK5	MEKK2mut PB1 HTS	OXTR agonist	MEKK3 PB1 HTS	NALP1 inh
C=CCC1(CC=C)CCCN1C(=O)c1cc(COc2ccc(F)c(F)c2)on1	3	-2	24	-30	94	-12	2.3	97	19
CN(C(=O)CCN1C(=O)C2C3C=CC(C3)C2C1=O)c1ccccc1 (stereo not given)	-12	0	23	-4	95	1	0.4	98	6
CC1(C)C(=O)C2(CCCCC2)C(=O)OC1c1ccc(O)cc1 (stereo not given)	-4	4	11	-6	93	-8	0.5	93	14
CC(C)c1ccc2c(c1)C(=O)NC(C)(C)C2	-13	-7	6	-6	95	-1	-2.4	95	-5
CN(Cc1ccno1)C(=O)CC1C(=O)NCCN1CC(c1ccccc1)c1ccccc1 (stereo not given)	-11	0	-3	-17	108	9	-0.9	94	5
CCCCC(=O)Nc1ccccc1C#N	-7	-5	19	0	98	0	0.7	100	26
O=C(NCC1CCCO1)Nc1ccc2c(c1)OCO2 (stereo not given)	15	17	22	-1	92	-4	1.0	95	1
CCn1c(/C=N/NC(=O)c2ccc(OC)cc2)nc2ccccc21	-10	-5	-3	-14	96	-3	-1.4	96	30
Cc1nn(-c2ccc(F)cc2)c2nc(N)c(C#N)c(-c3ccc(O)c(O)c3)c12	-8	69*	14	-17	91	-5	.	100	11
COc1cccc(CN2CCN(C(=O)c3oc4c(F)cccc4c3C)CC2=O)c1	-6	-4	29	-41	112	19	-2.9	108	16
CCc1nc(Nc2cccc(OC)c2)c2oc3ccccc3c2n1	-27	1	5	-8	107	2	-2.0	107	31
CC(C)C(=O)NCCc1nc2ccccc2n1CCOc1ccccc1	16	-2	-31	-19	105	2	-1.0	97	26
COc1ccc(CNC(=O)C2CCN(S(=O)(=O)c3ccc(SC)cc3)CC2)cc1	-10	-4	37	-31	105	1	-0.5	101	13
O=C1N=C(c2ccccc2)S/C1=C\c1cccs1	-4	-3	95*	-3	100	1	-0.5	99	2
Cc1cc2ccccc2n1CCNC(=O)C(C)Oc1ccccc1 (stereo not given)	-7	6	-14	-14	64*[inhibitor]	-10	-1.3	80*[inhibitor]	32
O=C(NC1CCCc2ccccc21)c1cn2ccccc2n1 (stereo not given)	-12	6	-6	-13	101	-1	-1.1	111	-8
O=C(NCc1ccc2c(c1)OCO2)c1nc(Cn2cc([N+](=O)[O-])cn2)no1	2	2	52	-4	94	-5	4.0	97	-1
COc1ccc(CNc2nc3nc(C)c(Cl)c(C)n3n2)cc1	3	0	7	-22	97	1	-0.8	101	-9
COc1ccc(/C=N/N2CCOCC2)cc1Cn1nc(C)c([N+](=O)[O-])c1C	8	3	1	-4	97	0	-2.1	101	-15
Cc1cc(C)cc(NC(=O)COc2ccc3c(C)c(Cc4ccccc4)c(=O)oc3c2)c1	-4	-2	-4	0	85	-3	0.6	87	9
COc1cc(OC)c(OC)cc1CNCc1ccc2c(c1)OCO2	-11	6	49	11	112	7	0.3	105	4
COc1ccc(/C=C2\CCC/C(=C\c3ccc(OC)c(OC)c3OC)C2=O)c(OC)c1OC	8	2	32	-38	98	-3	.	102	9
COc1ccccc1/C=C/C=N/NC(=O)c1cnccn1	-5	1	34	-5	95	-4	-0.3	97	12
COc1ccc(Br)cc1C1NC(=O)NC(C)=C1C(=O)N(C)C (stereo not given)	23*	5	9	-5	100	-6	0.1	95	-12
Cc1cc(C(=O)CSc2nnc(-c3ccc(Cl)cc3)n2C)c(C)n1CC1CCCO1 (stereo not given)	-3	3	-82	-32	95	2	-1.5	94	1
O=C1CSC(c2cccnc2)N1Cc1ccc(Cl)c(Cl)c1 (stereo not given)	-4	4	-11	-13	98	3	0.5	105	.
Cc1cccc(C(=O)NC(C(=O)Nc2ccccc2N2CCOCC2)C(C)C)c1 (stereo not given)	-3	0	48	-14	95	-3	-2.4	103	-1
COc1ccccc1NC(=O)CSc1n[nH]c(Cc2ccccc2)n1	17	-4	10	-13	106	3	-0.8	103	-5
Cc1nn(-c2ccc(Cl)cc2Cl)c(C)c1C(=O)O	-12	2	15	0	104	0	-1.7	100	12
O=C(CCn1c(=O)sc2ccccc21)NCCN1CCOCC1	9	-13	.	2	99	0	0.4	94	.
CCNS(=O)(=O)c1ccc(CCC(=O)NCc2ccc3c(c2)OCO3)cc1	-9	6	.	-7	103	-1	-1.0	99	.
O=C(O)C1C2C=CC(C2)C1C(=O)NCCCN1CCCC1=O (stereo not given)	-21	1	33	-5	105	1	0.9	103	6
CN(C)S(=O)(=O)c1cc(NC(=O)CN2C(=O)NC3(CCCc4ccccc43)C2=O)ccc1Cl (stereo not given)	9	-10	6	-17	98	-3	-0.1	101	20
Cc1nc(Sc2ccccc2)c(C#N)c(C)c1[N+](=O)[O-]	-17	3	30	0	102	-4	-2.2	101	7
COc1ccc(C)cc1NC(=O)C(CCS(C)(=O)=O)NC(C)=O (stereo not given)	7	-8	26	1	108	3	-0.3	103	33
CC1CCc2nn(CC(=O)NCCCN3CCCCC3)cc2C1 (stereo not given)	.	.	9	.	105	5	-0.4	104	-27
O=c1cc(CSc2nnc(-c3cccs3)n2Cc2ccccc2)nc2sc3ccccc3n12	30*	10	69*	-34	109	4	-0.6	120	17
O=C1OCC2=C1C(c1ccc(Cl)cc1)CC(=O)N2c1ccc(F)cc1 (stereo not given)	-9	3	20	-7	98	-1	2.0	101	1
O=C(O)/C=C/C(=O)Nc1ccc(OC(F)(F)F)cc1	-1	-13	-23	2	-3.0*	2	0.4	105	10
Cc1nonc1NC(=O)CSc1cn[nH]n1	5	9	19	-4	97	1	0.0	102	9
CCOC(=O)CN1C(=O)N[C@@H](c2ccccc2)[C@H](C(C)=O)[C@H]1C	.	.	.	.	98	1	-1.3	96	.
CC(=O)NCCOC(=O)c1nn(Cc2ccccc2)c(=O)c2ccccc12	1	7	11	-18	97	-3	-1.8	99	3
CC(=O)N1CCCc2cc(S(=O)(=O)N3CCN(c4ccccn4)CC3)ccc21	1	-2	-31	-30	96	-1	1.2	95	-5
COC(=O)Nc1ccc([N+](=O)[O-])cc1OC	3	3	1	5	103	10	-0.8	98	27
O=C(c1ccc2nsnc2c1)N1CCN(c2ccc([N+](=O)[O-])cc2)CC1	13	2	27	-18	102	4	0.5	99	20
CC1(C(=O)N2CCN(C(=O)c3ccco3)CC2)CC1(Br)Br (stereo not given)	-12	6	23	-10	105	6	0.1	99	-11
CCOCc1cnc(C)nc1NCC(=O)c1c(C)[nH]c2ccccc12	4	3	-18	5	105	8	0.8	101	20
Cc1ccc(-c2nc(CSc3nc4ccccc4c(=O)n3C)cs2)cc1	0	-1	-2	-3	106	0	-0.5	102	12
O=C(CSc1nc2ccccc2c(=O)n1-c1ccccc1F)Nc1ccc2c(c1)CCC2	-6	-6	-12	-5	99	-2	-0.8	101	28
COc1ccc(-c2nnc(SCC(=O)c3ccc(C)o3)o2)cc1	-5	2	-5	-15	105	0	.	93	5
COc1cc(C2c3c(oc4ccccc4c3=O)C(=O)N2Cc2ccco2)ccc1O (stereo not given)	10	-4	-27	-1	97	2	2.4	98	-1
CCN(c1cc(C)cc(C)c1)S(=O)(=O)c1nnc(NC(=O)c2ccco2)s1	-20	18	47	-38	98	3	0.4	99	13
CC(Oc1cc2oc(=O)c3c(c2cc1Cl)CCCC3)C(=O)NCCN1CCOCC1 (stereo not given)	14	-5	42	1	96	-5	-0.4	97	24
CCOC(=O)c1c(NC(=O)CSc2ccccc2C(=O)O)sc(C)c1C	-5	3	-17	-6	87	-11	0.1	97	24
O=C(/C=C/c1ccc(Cl)c(Cl)c1)N1CCc2ccccc21	-2	-7	1	0	87	-7	0.2	98	23
Cc1cc(Br)ccc1SCC(=O)OCC(=O)NC1CC1	-1	5	44	-13	99	-1	4.4	106	-8
CCOC(=O)c1cc(NC(=O)c2cccs2)ccc1N1CCOCC1	1	3	36	-14	100	-46	-1.3	94	5
CCOc1cc(-c2nc3n(c(=O)c2C#N)CCS3)ccc1O	-6	0	33	-2	102	4	1.4	105	11
Cc1ccc(-n2c(SCC(=O)Nc3ccc4c5c(cccc35)CC4)nc(O)cc2=O)cc1	-4	1	-20	-16	100	-2	-0.2	98	6
COc1cccc(CN2CCN(C3CCOCC3)CC2CCO)c1 (stereo not given)	-14	1	28	-2	95	0	1.2	95	-42

Random excerpt: seven records from the list, in no set order.
SMILES	GPR7 antagonist	M18AAP inhibitor	PHOSPHO1 block	DNA FID counter	MEKK2 WT-MEK5	MEKK2mut PB1 HTS	OXTR agonist	MEKK3 PB1 HTS	NALP1 inh
CC(C)c1ccc2c(c1)C(=O)NC(C)(C)C2	-13	-7	6	-6	95	-1	-2.4	95	-5
O=c1cc(CSc2nnc(-c3cccs3)n2Cc2ccccc2)nc2sc3ccccc3n12	30*	10	69*	-34	109	4	-0.6	120	17
Cc1nonc1NC(=O)CSc1cn[nH]n1	5	9	19	-4	97	1	0.0	102	9
COc1cccc(CN2CCN(C3CCOCC3)CC2CCO)c1 (stereo not given)	-14	1	28	-2	95	0	1.2	95	-42
COc1ccccc1/C=C/C=N/NC(=O)c1cnccn1	-5	1	34	-5	95	-4	-0.3	97	12
COc1ccc(C)cc1NC(=O)C(CCS(C)(=O)=O)NC(C)=O (stereo not given)	7	-8	26	1	108	3	-0.3	103	33
CCn1c(/C=N/NC(=O)c2ccc(OC)cc2)nc2ccccc21	-10	-5	-3	-14	96	-3	-1.4	96	30

(more compounds)
SMILES	GPR7 antagonist	M18AAP inhibitor	PHOSPHO1 block	DNA FID counter	MEKK2 WT-MEK5	MEKK2mut PB1 HTS	OXTR agonist	MEKK3 PB1 HTS	NALP1 inh
COc1ccc2nc(N3C(=O)CC(Cc4ccc(C)cc4)C3=O)sc2c1 (stereo not given)	-9	1	-13	-40	97	-1	-2.0	101	34
Cc1nn2cc(-c3cccc(Cl)c3)cnc2c1Cl	-6	0	12	-1	106	5	-2.2	117	4
Cc1cc(C)cc(NC(=O)Cn2cc3c(n2)CCCCC3)c1	0	-11	31	-18	.	.	-0.7	.	10
O=C(N/N=C/c1ccccn1)c1cc(-c2ccncc2)nc2ccccc12	-5	-2	-3	-10	98	-1	0.1	98	5
CCN1CCN(C(=O)c2ccc(CS(=O)Cc3ccc(C)cc3)o2)CC1 (stereo not given)	-1	-1	24	1	102	1	0.0	102	34
O=C(NCc1cccc(Cl)c1)c1ccc(-c2csnn2)cc1	25*	0	47	-5	87	-36	-0.4	83	7
Cc1ccc(CNC(=O)CCCn2c(=O)[nH]c3ccccc3c2=O)cc1	-4	-6	-6	-4	106	1	-0.3	101	8
CCCCNC(=O)CCn1c(=O)c2ccccc2n(Cc2ccc(F)cc2)c1=O	2	-4	-15	-5	101	-1	-1.5	104	-49
NC(=O)c1cc[n+](CC2=C(C(=O)O)N3C(=O)[C@@H](NC(=O)C(c4ccccc4)S(=O)(=O)[O-])[C@H]3SC2)cc1 (stereo not given in full)	-11	-7	1	0	100	-3	0.6	103	18
C/C(CC(=O)Nc1ccc2c(c1)OCCO2)=N\NC(=O)Cc1ccc(Cl)cc1	-5	6	24	-20	99	0	-2.0	100	13
O=C(CSc1nnc(-c2ccncc2)n1Cc1ccccc1)NC1CCCc2ccccc21 (stereo not given)	-7	-3	-20	-42	107	-1	-1.0	103	39
CCOC(=O)CNC(=O)CSc1nc2nc(C)c(Br)cc2[nH]1	12	2	74*	-4	99	-8	-1.3	96	12
O=C(CCCN1C(=O)/C(=C/c2ccccc2Cl)SC1=S)N1CCCC1	-1	8	17	-51	97	-2	-0.8	100	-2
Cc1c(OC(=O)c2ccc([N+](=O)[O-])cc2)c2c(c[n+]1C)COC(C)(C)OC2	-11	6	103*	3	104	-1	0.0	100	-8
Cc1ccc(S(=O)(=O)N(C)CC(=O)Nc2ccccc2)cc1	8	-9	24	-5	97	-2	-1.1	98	-8
